EWS-Fli block: EWS/Fli transcriptional activity inhibition | hit rate 0.67% among 350,000 | inhibition, % at 12.6 µM | A673 NR0B1-luciferase reporter, viability-normalised;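 active means mean inhibition of at least 50% after viability correction, with every replicate also passing that limit; inconclusive means mean reaches 50% but only one of two replicates passes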;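 further: firefly luciferase signal divided by Alamar Blue viability fluorescence both relative to DMSO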
DENV2 CPE: inhibitors of DENV2 cytopathic effect | AID 651640 | DENV2-infected cells, cytopathic effect rescue, plate reader | CPE inhibition, % at 9.99 µM | hit rate 1.7% among 350,000; in the data active means CPE inhibition above about 20%, passing the limit was not always enough; inconclusive means no clear call, values can overlap the other calls; tested in BHK-21 cells;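 further: 0% = median of neutral control wells and 100% = median of positive control wells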
CASP6 VEID inh: blocks human caspase-6 cleavage activity; inhibition, % at 12.5 µM; hit rate 0.53% among 350,000; purified caspase-6, Z-VEID-R110 cleavage fluorescence; P55212;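 active means mean inhibition across replicates at least about 35%, with every replicate also reaching that limit, limit read from the data; inconclusive means only one of the two criteria met; inactive means neither criterion met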;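 further: 0% = median of neutral control wells and 100% = no fluorescence left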
Target sequence (P55212 24-179 limits assumed): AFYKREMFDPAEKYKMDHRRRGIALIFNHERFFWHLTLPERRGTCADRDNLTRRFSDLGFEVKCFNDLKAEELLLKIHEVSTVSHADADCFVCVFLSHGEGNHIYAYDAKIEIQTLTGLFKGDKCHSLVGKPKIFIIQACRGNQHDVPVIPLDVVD
Target sequence (P55212 194-293 limits assumed): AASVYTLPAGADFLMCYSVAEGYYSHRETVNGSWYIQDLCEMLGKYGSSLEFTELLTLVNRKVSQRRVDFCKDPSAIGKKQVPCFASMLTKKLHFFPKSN
ARNT-TACC3 inh: ARNT/TACC3 interaction disruption | Q9Y6A5 | AlphaScreen His-ARNT PAS-B/GST-TACC3 binding, luminescence; TACC3 fragment carries E629A point mutation | inhibition, % at 9.99 µM | hit rate 0.66% among 390,000 | AID 623870;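 active means mean inhibition of replicates at least 50% and at least half of replicates each reaching 50%; inconclusive means half or more replicates reach 50% but mean below 50%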;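 further: 0% = complete ARNT plus TACC3 wells and 100% = ARNT alone without TACC3; many hits fall short of the cut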
LGR2 inh: blocks bursicon-induced cAMP signaling via Drosophila LGR2 | hit rate 0.35% among 380,000 | HEK293 LGR2, CRE-luciferase, bursicon-stimulated, 4 h | inhibition, % at 9.99 µM;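 active means drop in luminescence signal, shown as inhibition above about 50% in the replicate tests, limit read from the data, passing the limit was not always enough; inconclusive means probably only some replicates passing the limit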;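 further: agonist challenge used bursicon conditioned medium at about half maximal strength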
PAX8 inh HTS: PAX8 transcriptional activity inhibition. RMG-I TPO-luciferase reporter, SteadyGlo, 24 h. inhibition, % at 12.6 µM. hit rate 1.2% among 360,000. AID 652154;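 active means mean replicate inhibition at least 60% with every replicate also reaching 60%; inconclusive means only one of the two criteria is met; inactive means mean below 60% and not all replicates reaching 60%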;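 further: luciferase light reporting Pax8 driven TPO promoter activity; plate controls were median of neutral control wells for no effect and mitoxantrone controls for full effect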
SIRT5 inh: blocks human SIRT5 desuccinylation of peptide; Q9NXA8; Purified SirT5, succinyl-peptide AMC, trypsin-coupled fluorescence; inhibition, % at 15 µM; hit rate 1.1% among 330,000; AID 652115; in the data active means inhibition above about 15%; inconclusive means no clear call, values can overlap the other calls
Target sequence (Q9NXA8 whole entry, looked up): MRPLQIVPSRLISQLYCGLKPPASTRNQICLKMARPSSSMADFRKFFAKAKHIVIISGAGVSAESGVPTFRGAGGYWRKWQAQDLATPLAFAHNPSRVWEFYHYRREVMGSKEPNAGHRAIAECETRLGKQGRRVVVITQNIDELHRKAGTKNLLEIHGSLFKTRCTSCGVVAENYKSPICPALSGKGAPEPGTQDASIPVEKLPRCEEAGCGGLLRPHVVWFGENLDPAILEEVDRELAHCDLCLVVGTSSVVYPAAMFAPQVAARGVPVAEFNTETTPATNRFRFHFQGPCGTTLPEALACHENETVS
* hit, by the source's call; ? = inconclusive; . = not tested or not shown.

SMILES	EWS-Fli block	DENV2 CPE	CASP6 VEID inh	ARNT-TACC3 inh	LGR2 inh	PAX8 inh HTS	SIRT5 inh
COc1ccc(C(=O)NC2CC2)cc1OC1CCN(Cc2ccc(SC)cc2)CC1	.	-3	-5	-3	4	-7	-4
O=C(O)CCC(=O)N1CCN(c2nc(-c3ccccc3)c3cc(Br)ccc3n2)CC1	6	1	2	-8	-21	-8	6
CCc1cccc(C)c1NC(=S)N1CCCCC1c1cccnc1 (stereo unspecified)	-2	?	0	-34	-4	-46	-1
CCOc1ccc(-n2nnc3c(=O)n(CC(=O)Nc4cc(C)on4)cnc32)cc1	13	2	-3	-1	2	1	-5
Cc1ccc(S(=O)(=O)Nc2ccc3c(c2)C(=O)N([C@H](C)CO)C[C@@H](C)[C@@H](CN(C)Cc2ccncc2)OCCCC[C@H](C)O3)cc1	9	2	-2	-2	-5	0	1
CC(C)CCN1C(=O)c2ccc(C(=O)NCc3ccccn3)cc2C1=O	-3	1	0	9	-4	2	-1
Nc1nc(Cl)nc2c1ncn2C1OC(CO)C(O)C1O (stereo unspecified)	10	1	-1	.	.	.	-2
COc1ccccc1C(=O)NC(CCSC)C(=O)NNC(=O)c1csc(N2CCOCC2)n1 (stereo unspecified)	.	-4	3	-1	8	5	-1
COc1ccccc1NC(=S)N1CCN(c2ccc(F)cc2)CC1	4	2	3	6	14	-9	-7
COC(=O)[C@]12CCCCC=C1N(Cc1ccc3c(c1)OCO3)C(=O)[C@H](CC(=O)N1CCC(c3ccccc3)CC1)C2	-2	-11	-1	.	19	18	.
COc1ccc(N2CCN(C(=O)CCCCCn3c(=O)[nH]c4ccsc4c3=O)CC2)cc1	5	-2	-2	1	6	-12	-11
CCOC(=O)C1=C(COC(=O)COc2ccc(C(C)=O)cc2)NC(=O)NC1C (stereo unspecified)	-7	-13	0	-6	2	-4	6
Cc1ccc(C(=O)NCCN2CCN(C(=O)c3ccc(C)c(C)c3)CC2)cc1C	-1	-7	1	-3	-6	13	-1
C[C@H](CO)N1C[C@H](C)[C@H](CN(C)Cc2ccccc2)Oc2c(NC(=O)c3ccncc3)cccc2C1=O	1	-5	.	-12	14	.	7
COc1ccccc1NC(=O)N1CC(=O)N2[C@H](CO)[C@H](c3ccc(-c4ccccc4)cc3)[C@@H]2C1	1	3	-2	.	2	-9	-3
COc1ccccc1N1CCN(C2CCCN(S(=O)(=O)c3ccc(C)cc3)C2)CC1 (stereo unspecified)	6	-1	2	29	34	16	0
COC(=O)c1cc(NC(=O)CSc2ncn[nH]2)ccc1Cl	-1	5	7	6	-21	3	-2
CN(Cc1ccnc2ccccc12)C(=O)C1CCC(=O)N(Cc2ccccc2F)C1 (stereo unspecified)	3	3	-3	1	-5	11	-3
O=C(NC(c1ccc2ccccc2n1)c1cccs1)C1CCN(Cc2cccc(C(F)(F)F)c2)CC1 (stereo unspecified)	-11	1	0	.	-86	-11	.
COc1cccc(-n2c(C)c3c(OC)cccc(=O)c3c2C)c1	2	-3	1	2	-8	22	-1
C[C@H]1CN([C@@H](C)CO)C(=O)c2cc(NC(=O)NC3CCCCC3)ccc2O[C@H]1CN(C)S(=O)(=O)c1cn(C)cn1	-7	?	-6	-10	-1	.	-3
C=CC[C@@]1(C(=O)NCC(O)CO)N=C(c2ccc(OCCCO)cc2)O[C@@H]1c1ccccc1 (stereo partly specified)	-2	1	1	-6	.	12	-3
O=C(CC[C@H]1O[C@@H](n2cnc3c(NC(=O)c4ccccc4)ncnc32)[C@H](O)[C@@H]1O)NCCc1cc2ccccc2[nH]1	11	-7	8	.	-5	5	1
CC(OC(=O)Cc1ccc(Br)cc1)C(=O)NC1CCCCC1C (stereo unspecified)	6	2	0	1	6	25	-1
COc1ccc(C#Cc2ccc([C@@H]3[C@@H](CO)N4CCCCN(C(=O)c5ccncc5)C[C@@H]34)cc2)cc1	-4	51*	-1	-8	5	23	1

An excerpt from above in order of length of the SMILES, rising:
SMILES	EWS-Fli block	DENV2 CPE	CASP6 VEID inh	ARNT-TACC3 inh	LGR2 inh	PAX8 inh HTS	SIRT5 inh
Cc1ccc(C(=O)NCCN2CCN(C(=O)c3ccc(C)c(C)c3)CC2)cc1C	-1	-7	1	-3	-6	13	-1
COc1ccc(C#Cc2ccc([C@@H]3[C@@H](CO)N4CCCCN(C(=O)c5ccncc5)C[C@@H]34)cc2)cc1	-4	51*	-1	-8	5	23	1
COC(=O)[C@]12CCCCC=C1N(Cc1ccc3c(c1)OCO3)C(=O)[C@H](CC(=O)N1CCC(c3ccccc3)CC1)C2	-2	-11	-1	.	19	18	.

New compounds follow.
SMILES	EWS-Fli block	DENV2 CPE	CASP6 VEID inh	ARNT-TACC3 inh	LGR2 inh	PAX8 inh HTS	SIRT5 inh
COCCCNc1nc2nonc2nc1NCCSC	12	-3	-4	1	-2	-8	1
Cc1cccc(NC(=O)CCC(=O)c2cccs2)n1	-24	4	10	0	1	-16	-1
O=C(c1[nH]c(C(F)(F)F)nc1-c1ccccc1)N1CCC(C(O)(c2ccccc2)c2ccccc2)CC1	11	-4	3	.	-15	15	3
Cc1ccc(-c2nc(CCNC(=O)c3ccco3)cs2)cc1	-8	2	-9	3	2	-12	1
O=C1CCCN1CC(CN1CCOCC1)Sc1nc2ccccc2c(=O)n1-c1ccccc1 (stereo unspecified)	.	.	4	-3	-34	.	-4
CN(C)CCCn1c(SCc2ccc(Cl)cc2)nnc1-c1ccncc1	5	-1	-37	-6	8	-4	-3
CN(C)CC(=O)N[C@@H]1C=C[C@H](CC(=O)NCCN2CCCCC2)O[C@H]1CO	-1	-1	1	0	5	-11	3
CC1CCN(Cc2c(C(=O)N/N=C/c3ccccc3O)nnn2-c2nonc2N)CC1	-2	3	-7	.	15	46	1
COc1ccc(CCNC(=O)CCn2c(=O)oc3ccccc32)cc1	0	4	0	-1	14	-2	-2
C[C@H](CO)N1C[C@H](C)[C@@H](CN(C)S(=O)(=O)c2ccc(F)cc2)OCCCC[C@H](C)Oc2ccc(NC(=O)C3CCCCC3)cc2C1=O	4	?	0	5	13	-20	6
Cc1cc2nc(CS)[nH]c2cc1C	-20	-1	-1	5	-9	13	-2
COCC#Cc1cnc2c(c1)C(=O)N([C@H](C)CO)C[C@H](C)[C@@H](CN(C)Cc1ccc(F)cc1)O2	-15	12	0	-3	-25	.	-8
Cc1nccnc1Sc1ccccc1	2	-6	-1	.	-6	16	-3
COC(=O)c1ccccc1NC(=S)N1CCN(c2ccc(OC)cc2)CC1	3	3	0	14	-10	-7	-2
COc1ccccc1-c1ccc2c(c1)O[C@@H](CN(C)S(=O)(=O)c1ccccc1)[C@H](C)CN([C@H](C)CO)S2(=O)=O	7	-5	2	-1	-5	38	19*
COc1cccc(S(=O)(=O)N(C)C[C@H]2Oc3ncc(C#CC(C)C)cc3C(=O)N([C@H](C)CO)C[C@@H]2C)c1	-1	-7	1	1	6	13	5
O=C(c1ccc(S(=O)(=O)Cc2ccccc2Cl)c([N+](=O)[O-])c1)N1CCOCC1	24	8	2	9	-4	43	-2
CSc1ccc(/C=C(/NC(=O)c2ccco2)C(=O)NCc2ccco2)cc1	5	3	-3	.	-3	-5	1
CCOc1ccc(NCc2ccccc2OCc2cccc(F)c2)cc1	-9	0	2	1	.	-11	.
C#Cc1cccc(NC(=O)C2CCN(C(C)=O)CC2)c1	-4	10	0	4	11	-5	-2
COCC(=O)N1CC2(CN(Cc3ccccc3)C2)c2c(n(C)c3cc(OC)ccc23)[C@@H]1CO	2	6	-2	.	-11	.	-6
COc1ccc(NC(=O)N(C)C[C@H]2OCCCC[C@H](C)Oc3ccc(NS(=O)(=O)c4ccc(OC)cc4)cc3C(=O)N([C@@H](C)CO)C[C@@H]2C)cc1	0	11	.	21	-16	3	.
COc1cc(CN2CC3(CN(C(=O)NC(C)C)C3)c3c(n(C)c4cc(OC)ccc34)[C@@H]2CO)cc(OC)c1	8	3	.	.	-1	.	.
CN(Cc1ccccc1)C(=C(Cl)Cl)/C(=C1/NCCN1C)[N+](=O)[O-]	6	-1	-29	-8	-9	14	0
COc1ccc(C(=O)CSc2nc3[nH]ncc3c(=O)[nH]2)cc1	-7	11	0	0	6	-20	0

3 entries from above, sorted by the number in SIRT5 inh, low to high.
Molecule,SIRT5 inh
Cc1nccnc1Sc1ccccc1,-3
Cc1cccc(NC(=O)CCC(=O)c2cccs2)n1,-1
COCCCNc1nc2nonc2nc1NCCSC,1

Next part
SMILES	EWS-Fli block	DENV2 CPE	CASP6 VEID inh	ARNT-TACC3 inh	LGR2 inh	PAX8 inh HTS	SIRT5 inh
COCCNC(=S)NC1CC2CCC(C1)N2Cc1ccccc1 (stereo unspecified)	2	-1	-6	-6	-16	-12	-2
C[C@H]1CN([C@@H](C)CO)S(=O)(=O)c2ccc(C#Cc3ccccc3)cc2O[C@H]1CN(C)C(=O)Cc1ccccn1	1	?	-1	-3	12	.	6
Cc1cc(=O)oc2cc(OCC(=O)N3CCN(C(=O)c4ccco4)CC3)ccc12	5	1	0	1	15	10	-8
CCOC(=O)N(C)C[C@@H]1OCc2cn(nn2)CCCC(=O)N([C@H](C)CO)C[C@@H]1C	0	-1	1	-6	7	.	-3
CC(C)(C=O)Cc1cc(C(C)(C)C)c(O)c(C(C)(C)C)c1	10	12	10	-7	13	3	-7
COc1ccc(NC(=O)N(C)C[C@@H]2OCCCC[C@H](C)Oc3ccc(NC(=O)Nc4ccc5c(c4)OCO5)cc3C(=O)N([C@@H](C)CO)C[C@@H]2C)cc1	-6	?	-2	-4	26	-13	8
COC(=O)c1ccc(OCC(=O)Nc2ccccc2C(=O)NC2CC2)cc1	5	-3	2	11	4	1	-3
CC1(C(=O)Nc2ccc(F)c(Cl)c2)Cc2c(-c3ccccc3)ccnc2O1 (stereo unspecified)	6	-4	0	.	9	4	-4
C[C@H](O)C#Cc1ccc2c(c1)O[C@@H](CN(C)C(=O)Nc1ccccc1)[C@@H](C)CN([C@@H](C)CO)S2(=O)=O	-11	2	-5	5	2	-10	-6
Cc1ccc(/C=C/C(=O)NCCc2ccccc2)o1	-73	-2	2	-2	-14	-93	2
O=C(C[C@@H]1CC[C@@H](NS(=O)(=O)c2ccccc2)[C@H](CO)O1)NCc1ccncn1	9	5	1	-5	11	-10	4
C/[N+]([O-])=C\C1C(=O)CC(C)(C)CC1=O	-5	-1	.	2	-7	-1	-6
O=C1CC(c2ccc(O)cc2)Oc2ccccc21 (stereo unspecified)	-58	-1	3	-3	-67	-262	-3
COc1ccc(CCN2CCCC(CN(C)C(=O)c3cc(C)oc3C)C2)cc1 (stereo unspecified)	.	-4	-8	1	-64	-143	1
C/C=C/c1ccc([C@H]2[C@@H](CO)N(CCC)[C@@H]2CN(CC)C(=O)c2ccccn2)cc1	.	-6	-6	.	-20	.	-1
Cc1[nH]c2ccccc2c1C(=O)COC(=O)c1ccc[n+]([O-])c1	-4	9	1	1	4	21	.
COCCNC(=O)CN1C(=O)COc2ccc(S(=O)(=O)N3CC(C)CC(C)C3)cc21 (stereo unspecified)	-1	-8	-1	2	5	-14	-2
Cc1ccc(S(=O)(=O)N(C)C[C@@H]2Oc3c(NC(=O)C4CCCCC4)cccc3C(=O)N([C@H](C)CO)C[C@@H]2C)cc1	10	-12	3	.	.	25	8
NNC(=O)c1cc(-c2ccc(N)cc2)nc2ccc(Br)cc12	-16	-5	-2	.	1	11	-3
O=C(NNc1cccc(Cl)n1)c1cccnc1Cl	-2	2	3	.	-10	-4	1
O=[N+]([O-])c1cc2c(c([N+](=O)[O-])c1)Nc1ccccc1O2	11	2	10	.	-2	45	-2
O=C(Nc1nc(-c2ccccc2)cs1)c1ccco1	-90	1	1	-6	.	-88	0
Cc1c(OC(C(=O)O)c2ccccc2)ccc2c1oc(=O)c1ccccc12 (stereo unspecified)	8	-6	0	1	-5	9	-25
CCC(=O)N1CCCCN2[C@H](CO)[C@@H](c3ccc(-c4cccnc4)cc3)[C@@H]2C1	-8	2	-3	2	-17	-43	0
S=c1[nH]nc(C2CCCCC2)n1Cc1ccccc1	9	16	-1	-5	-7	3	-4
Cc1ccc(S(=O)(=O)Oc2ccccc2/C=N/N=C(N)N)cc1	6	1	-3	5	-1	-11	-3
COc1ccc2c(c1)oc(=O)c1cc(OC)ccc12	-152	16	-3	2	-97	.	-2
